# Pin1 inhibitor: human Pin1 inhibition; AID 504891; hit rate 0.009% among 390,000; Q13526; Pin1 FP peptide displacement, HiFluor488, 10 min; Potency, µM (titrated, usually from 115 µM), for inactives: at the top dose activity, negative = inhibition, hits mostly inhibitors; active means well fitted inhibition curve with a large enough effect in the polarisation, with a control signal flat, not every such curve was filed as active; inconclusive means small, poorly fitted or top-dose-only effect, or effect the other way, or a change in a side signal; inactive means no such curve, though single readings can be large or run the other way; the % refers to the polarisation; further: potency means the concentration at half of the fitted maximal effect; on the % scale 0 is the no-effect control and ±100 the full control effect
# JMJD2A Tudor inh: inhibitors of human JMJD2A Tudor domain; O75164; AlphaScreen JMJD2A-Tudor / H3K4me3 peptide binding; Potency, µM (series often up to 114 µM), for inactives: top-dose activity change, negative = inhibition, most hits filed as inhibitors; hit rate 4.4% among 390,000; AID 504339; further: potency means the concentration at half of the fitted maximal effect; on the % scale 0 is the no-effect control and ±100 the full control effect; nearly all actives have a fitted effect of over 50% in size
# GLS inhibitor: inhibitors of human glutaminase (GLS); O94925; GLS enzymatic activity, qHTS titration; Potency, µM (series often up to 45.5 µM), inactives show at the highest dose activity change, negative = inhibition, actives largely listed as inhibitors; hit rate 0.21% among 410,000; AID 624170; further: potency means the concentration at half of the fitted maximal effect; on the % scale 0 is the no-effect control and ±100 the full control effect
#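 Glutamate formation by hKGA was monitored fluorometrically using coupled glutamate oxidase, HRP and Amplex Red. Substrate was added as 1 mM L-glutamine solution; incubation was 30 min at RT after an initial read.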
# BAZ2B inh: inhibitors of human BAZ2B bromodomain | AlphaScreen BAZ2B-H3K14Ac peptide displacement | Potency, µM (series often up to 114 µM), inactives show top-dose activity change, negative = inhibition, usual class: inhibitors | Q9UIF8 | hit rate 4.4% among 360,000; further: potency means the concentration at half of the fitted maximal effect; on the % scale 0 is the no-effect control and ±100 the full control effect; nearly all actives have a fitted effect of over 60% in size
#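 Multi-concentration screen (max 110 uM) measuring displacement of acetylated histone H3 peptide from BAZ2B by AlphaScreen, using 50 nM protein, 50 nM peptide and 10 ug/mL streptavidin donor plus Ni-chelate acceptor beads.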
# G9a inh: blocks human histone lysine methyltransferase G9a; Potency, µM (top dose mostly 102 µM), without a hit: at the top dose activity, negative = inhibition, actives largely listed as inhibitors; hit rate 8.8% among 350,000; G9a H3K9 monomethylation, AlphaScreen, 2 h; Q96KQ7; AID 504332; further: potency means the concentration at half of the fitted maximal effect; on the % scale 0 is the no-effect control and ±100 the full control effect; nearly all actives have a fitted effect of over 75% in size
# Target sequence (Q96KQ7 913-1193 limits assumed): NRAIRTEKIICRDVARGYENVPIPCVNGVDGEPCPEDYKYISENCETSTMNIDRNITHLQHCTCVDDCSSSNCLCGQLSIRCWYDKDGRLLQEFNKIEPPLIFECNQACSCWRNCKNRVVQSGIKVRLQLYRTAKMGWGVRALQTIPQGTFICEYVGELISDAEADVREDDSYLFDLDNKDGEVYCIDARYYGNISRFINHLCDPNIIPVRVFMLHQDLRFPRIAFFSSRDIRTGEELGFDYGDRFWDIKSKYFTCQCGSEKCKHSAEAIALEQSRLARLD
#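 Step 1: enzyme (final 20 nM) with compound, 15 min RT. Step 2: substrate peptide 500 nM and SAM 20 uM, 2 h RT. Step 3: anti-H3K9me1 antibody and AlphaScreen beads, 10 min, then plate read.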
# PI4K2A inh: PI4K2A (human) kinase inhibition. AID 1346378. Q9BTU6. purified PI4K2A, ADP-Glo luminescence, 1 h; stronger effect = lower value. activity change, negative = inhibition, % at 76.9 µM. hit rate 0.13% among 420,000; in the data active means activity change below about -50%; inconclusive means mostly about -30% to -49%;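 further: -100% = wells without enzyme as full effect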
#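 PI4K2A activity was measured by ADP-Glo luminescence: enzyme (4 ug/mL stock) and phosphatidylinositol (1.2 mM stock) in Tris pH 7.5/MgCl2/EGTA/Triton X-100 buffer were reacted with ATP (300 microM stock) for one hour at ambient temperature.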
# HP1b binding inh: HP1-beta chromodomain-methylated histone interaction inhibition; P83916; AlphaScreen HP1-beta / biotin-H3K9me3 peptide binding; Potency, µM (top dose mostly 114 µM), for the others: at the top dose activity change, negative = inhibition, most hits filed as inhibitors; hit rate 0.56% among 390,000; AID 540317; further: potency means the concentration at half of the fitted maximal effect; nearly all actives have a fitted effect of over 70% in size; inactives centre near 23
# Target sequence (P83916 whole entry, looked up): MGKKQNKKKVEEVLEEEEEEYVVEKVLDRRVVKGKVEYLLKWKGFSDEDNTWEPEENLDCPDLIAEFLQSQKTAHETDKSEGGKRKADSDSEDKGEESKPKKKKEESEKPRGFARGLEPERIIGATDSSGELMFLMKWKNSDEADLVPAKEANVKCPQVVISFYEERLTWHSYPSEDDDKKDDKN
#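 HP1-beta protein (50 nM final) preincubated 30 min at room temperature with biotinylated H3(1-18)K9me3 peptide (50 nM) in PBS pH 7.4, 0.01% Tween-20, then compound added for 30 min. AlphaScreen streptavidin donor/nickel chelate acceptor beads (10 ug/mL final), 30 min dark, luminescence read.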
# PGK inhibitor: T. brucei PGK inhibition; Potency, µM (titrated, usually from 57.5 µM), inactives show at the top dose activity change, negative = inhibition, actives largely listed as inhibitors; hit rate 0.043% among 380,000; PGK/GAPDH coupled, Kinase-Glo luminescence, 60 min; further: potency means the concentration at half of the fitted maximal effect; on the % scale 0 is the no-effect control and ±100 the full control effect; nearly all actives have a fitted effect of over 60% in size
#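 Luminescent ATP detection (Kinase-Glo Plus) follows a 60-minute room-temperature incubation, with wells lacking PGK as controls. Buffer: 100 mM TEA (pH 7.6), 5 mM MgCl2, 0.01% Tween-20. Coupling enzyme GAPDH (100 nM final) supplies unstable 1,3-BPG in-well.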
# ERG-DNA inh: ERG Ets/DNA interaction inhibition; P11308; fluorescence polarization, His-ERG Ets domain / labelled DNA; Potency, µM (series often up to 76.9 µM), for inactives: top-dose FP activity, negative = inhibition, actives largely listed as inhibitors; hit rate 0.028% among 370,000; AID 624246; active means well fitted inhibition curve with a large enough effect in the polarisation, with a control signal flat; inconclusive means small, poorly fitted or top-dose-only effect, or effect the other way, or a change in a side signal; inactive means no such curve, though single readings can be large or run the other way; the % refers to the polarisation;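 further: polarization taken with two DNA probes labelled with fluorescein and Texas red; potency means the concentration at half of the fitted maximal effect; % of control where 0% means no effect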
# Target sequence (P11308 whole entry, looked up, the tested form may be a part): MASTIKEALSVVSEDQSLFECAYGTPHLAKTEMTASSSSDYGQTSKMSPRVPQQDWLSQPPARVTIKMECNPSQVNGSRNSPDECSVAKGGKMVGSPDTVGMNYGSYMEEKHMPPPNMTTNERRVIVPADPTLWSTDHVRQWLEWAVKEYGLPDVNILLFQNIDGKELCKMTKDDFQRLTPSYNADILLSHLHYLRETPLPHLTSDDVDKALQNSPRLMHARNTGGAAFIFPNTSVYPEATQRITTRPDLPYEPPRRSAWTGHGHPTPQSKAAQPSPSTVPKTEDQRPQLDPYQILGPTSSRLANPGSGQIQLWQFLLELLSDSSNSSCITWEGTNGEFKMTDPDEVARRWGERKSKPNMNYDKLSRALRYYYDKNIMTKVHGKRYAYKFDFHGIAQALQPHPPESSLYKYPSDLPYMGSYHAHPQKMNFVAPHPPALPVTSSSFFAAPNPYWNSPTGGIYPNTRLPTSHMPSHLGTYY
#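 His-tagged ERG Ets domain (1 uM in the protein solution; 300mM KCl, 50mM Tris-HCl, 1mM EDTA, 1mM DTT, pH 7.5) received compound, then a probe mix of 5 nM fluorescein-DNA and 100nM Texas-615-DNA. Fluorescence polarization was read for both dyes.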
# Numbers without * were called inactive; i = inactive; ? = inconclusive; . = no result given; & = joins results of further samples; [ ] = dose if it differs, or a comment. Unless noted, the call rests on the fitted dose curve; in most records, active means well fitted curve in the direction sought with a large enough effect; inconclusive means small, poorly fitted or top-dose-only effect, or another doubt; inactive means no such curve, though single readings can be large; an effect the other way counts as inactive or inconclusive.
Structure | Pin1 inhibitor | JMJD2A Tudor inh | GLS inhibitor | BAZ2B inh | G9a inh | PI4K2A inh | HP1b binding inh | PGK inhibitor | ERG-DNA inh
COc1ccc(N2C(=O)c3ccccc3NC2c2ccccc2O)cc1 (stereo not drawn) | -3% | -1% | -4% | -2% | ? | 0 | 20% | -2% | 4%
Nc1c(Cl)ncnc1N1CCOCC1 | 1% | -7% | 27% | 6% | 6%[0.0925 µM] | -4 | 18% | -1%[11.5 µM] | .
CCCOC(=O)C(C)n1cnc2sc(C)c(C)c2c1=O (stereo not drawn) | 1% | -3% | 2% | -2% | -5%[12.7 µM] | 0 | 28% | 5% | -1%
CC1=C[C@@H](C)[C@@H](c2ccc(C(F)(F)F)cc2)OC1=O | 0%&-8% | -11%&-17% | 2% | -3%[57.1 µM] | . | 0 | 30%&5% | i | 7%
CCOC(=O)N1CCC(NC(=O)C2CCCN(Cc3nc(-c4ccc(CC)cc4)oc3C)C2)CC1 (stereo not drawn) | 1% | -19% | 7% | ? | -11% | 2 | 39% | 0% | 4%
COc1cc(Cl)c(NC(=O)c2cc(S(=O)(=O)N3CCOCC3)cn2C)c(OC)c1 | 7% | -18% | 14% | -14% | -7%[59 µM] | -1 | 19% | -2% | 3%
Clc1cccc(CN2CCC3CC2c2cc(N4CCCCC4)ccc23)c1 (stereo not drawn) | 5% | 45µM* | -4% | . | . | 4 | ? | i | 1%
COC(=O)C(N)CCCCN (stereo not drawn) | -11% | -23% | 7% | . | . | 2 | 14% | -2% | 5%
O=C(CSc1nnnn1-c1ccccc1)NCC1(N2CCCCC2)CCCCC1 | 2% | -14% | 7% | -5% | -8%[12.7 µM] | -2 | 20% | i | 2%
c1cncc(-c2ccc3ncnc(NCc4ccc5c(c4)OCO5)c3c2)c1 | -7% | -33% | -3% | -30% | 0%[12.7 µM] | 0 | 26% | -6% | .
Cc1cccc(Nc2c(F)c(F)c(F)c(F)c2C(=O)O)c1 | -3% | 1% | 8% | -3% | 8% | -2 | 30% | -3% | -13%
Nc1ccn(CC(=O)NCc2ccccc2)c(=O)n1 | 4% | -13% | 4% | 11% | 4%[0.501 µM] | -3 | 41%[activator] | 6% | 4%
O=C(c1ccccc1)c1cc([N+](=O)[O-])ccc1N1CCCC1 | -1% | -21%[57.1 µM] | 3% | -36% | -5%[59 µM] | 1 | 4% | -8% | -3%
O=C(NC12CC3CC(CC(C3)C1)C2)N1CCC(O)CC1 | -4% | -4% | -2% | -2% | -2%[59 µM] | -12 | 24% | -25% | -7%
S=c1[nH]nc(-c2ccccc2Cl)n1CC1CCCO1 (stereo not drawn) | 1% | 40µM* | 11% | -30% | 5µM* | 1 | 29% | -1% | 0%
C=CCC(C(=O)OC)(C(=O)OC)c1ccc([N+](=O)[O-])cc1[N+](=O)[O-] | -3% | -12% | 0% | ? | 12%[59 µM] | -8 | 3% | 1% | 9%
COc1cc(O)c(C(CC(=O)N2CCN(c3ccccc3)CC2)c2ccc(N(C)C)cc2)c(OC)c1 (stereo not drawn) | 2%&-10% | 28µM* | 10% | 25µM* | ? | -5 | ? | i | 13%
Cc1cc(C)c(NC(=O)Cn2nnc(S(=O)(=O)c3ccc(C)c(C)c3)c2N)c(C)c1 | 50%[activator] | -31% | -2% | -35% | ? | -9 | 28% | -7% | 6%
CC(C)Nc1nc(-c2ccncc2)nc(-c2ccccc2)c1C#N | 5% | -2% | -1% | 5% | 10% | -4 | 53%[activator] | -1% | -15%
Cc1cccc(NC(=O)c2cc(=O)n(Cc3ccccc3)c(=O)[nH]2)c1 | -4% | -20% | -2% | ? | ? | -3 | 28% | -1% | -5%
Cc1cccc(NC2=CC(c3cccc(Br)c3)N(c3cccc(C)c3)C2=O)c1 (stereo not drawn) | 16% | -17% | 5% | -25% | -44%[59 µM] | -3 | 40%[activator] | -10% | 2%
CCCCCn1nc(C(=O)OCc2nc(N)nc(Nc3ccccc3)n2)c2ccccc2c1=O | -1% | -29% | 2% | . | . | -5 | 5% | -10% | 9%
Cc1ccc2c(cnn2C(=O)CCC(=O)NCc2cccc(Cl)c2)c1 | 0% | -15% | -3% | 11% | 45µM* | -2 | 29% | -3% | 1%
O=C(NCCC(=O)N1CCN(C(=O)c2ccco2)CC1)c1ccccc1Cl | -6% | -12% | 5% | . | . | 2 | 17% | -1% | 3%

# Other records follow.
Compound	Pin1 inhibitor	JMJD2A Tudor inh	GLS inhibitor	BAZ2B inh	G9a inh	PI4K2A inh	HP1b binding inh	PGK inhibitor	ERG-DNA inh
Cc1ccc(C(=S)N2CCCCCC2)cc1	-9%	-23%	5%	-18%	10µM*	-3	16%	0%	4%
CCSc1nc2sc3c(c2c(=O)n1CC)CCC3	-3%	8%	5%	-35%	41%[59 µM]	-4	81%[activator]	-2%	2%
CCOC(=O)C1=C(C)NC(=O)NC1c1ccccc1 (stereo not drawn)	-3%	-14%	-9%	0%	-1%	-6	14%	-3%	5%
Cc1ccc(S(=O)(=O)N2CCOCC2)cc1C(=O)NC(C)CCc1ccccc1 (stereo not drawn)	-17%	-12%	-4%	.	.	9	17%	-10%	5%
C=CCNc1nc(NCc2ccccc2)nc(OCC)n1	-6%	-3%	-6%	8%	-9%	3	42%[activator]	-5%	-3%
COc1ccc(C(=O)NC(=S)Nc2cccc3nc(C)ccc23)cc1OC	4%	-14%	7%	-4%	-24%[59 µM]	5	10%	-3%	1%
CCOc1cc(N2CCOCC2)c(OCC)cc1NC(=O)c1ccco1	1%	-15%[57.1 µM]	0%	-21%	?	1	23%	1%	11%
CN(C)C(=O)CCc1ccc2c3c([nH]c2c1)[C@]1(C)[C@@H](C(=O)N2CCCCC2)C[C@H](CC(=O)NCc2ccco2)C(=O)N1CC3	-3%	-19%	14%	.	.	-1	18%	-8%	11%
O=C1C2(CCC13COC(c1ccc(O)cc1)OC3)COC(c1ccc(O)cc1)OC2 (stereo not drawn)	-8%	-17%	2%	6%	16%	5	16%	-9%	-3%
Cc1cc(C)n(-c2nc3cc(Cl)ccc3nc2Nc2ccc(C)c(F)c2)n1	-5%	17%	4%	-9%	-27%[59 µM]	-2	53%[activator]	-4%	10%
CC1=C(C(N)=O)C(c2ccccc2)n2nc(-c3cccs3)nc2N1 (stereo not drawn)	-7%	-15%	12%	-5%	-49%	-6	22%	0%	7%
COc1ccc(OCc2nnc(SCC(=O)NC3CC4CCC3C4)o2)cc1 (stereo not drawn)	1%	-15%	0%	7%	10%	3	-5%	-9%	7%
CCOC(=O)C1=C(C)N=C2SC(C)C(=O)N2C1c1ccc(C(=O)OC)cc1 (stereo not drawn)	-4%	-21%	-9%	-3%	-24%	-1	19%	-7%	-14%
COc1ccc(Br)cc1S(=O)(=O)NCCN1CCOCC1	2%	5%	-5%	-20%	23%[12.7 µM]	7	38%	0%	-9%
COc1cccc(CN2C(=O)[C@H]3Cc4c([nH]c5ccccc45)C(C)(C)N3C2=O)c1	?	?	5%	.	.	-2	-6%	2%	.

# Reprinted from the part before: 3 entries; new compounds follow.
Compound	Pin1 inhibitor	JMJD2A Tudor inh	GLS inhibitor	BAZ2B inh	G9a inh	PI4K2A inh	HP1b binding inh	PGK inhibitor	ERG-DNA inh
CCOC(=O)C1=C(C)N=C2SC(C)C(=O)N2C1c1ccc(C(=O)OC)cc1 (stereo not drawn)	-4%	-21%	-9%	-3%	-24%	-1	19%	-7%	-14%
COc1ccc(Br)cc1S(=O)(=O)NCCN1CCOCC1	2%	5%	-5%	-20%	23%[12.7 µM]	7	38%	0%	-9%
COc1cccc(CN2C(=O)[C@H]3Cc4c([nH]c5ccccc45)C(C)(C)N3C2=O)c1	?	?	5%	.	.	-2	-6%	2%	.
O=C(CSc1nc2ccccc2c(=O)n1CCCN1CCOCC1)NC12CC3CC(CC(C3)C1)C2	34%	-15%	-1%	?	?	-2	30%	0%	4%
S=C(NCc1ccco1)N/N=C/c1ccc(Cl)cc1	2%	-28%	11%	?	11%[59 µM]	-3	-5%	0%	?
COc1ccc(CNS(=O)(=O)CCNC(=O)c2ccc(OC)cc2)cc1	-2%	-7%	2%	4%	1%[0.501 µM]	-1	-1%	-10%	4%
O=c1cc(CO)oc(CN2CCN(CCO)CC2)c1O	9%	2.8µM*	35%[activator]	-30%	?	-2	-2%	-6%	-24%
CCOC(=O)C(C)Oc1cccc2c(=O)n(CC(=O)NCCc3ccccc3)ccc12 (stereo not drawn)	-4%	-2%[11.4 µM]	-7%	0%	32%	11	45%[activator]	-2%	23%
CN(C(=O)CSc1nnc(COc2ccccc2F)n1N)C1CCCCC1	1%	-10%	1%	-3%	12%	0	-2%	-8%	6%
Cc1ccccc1Nc1c(-c2cccc(O)c2)nc2ccc(Br)cn12	2%	-26%	4%	-15%	-12%[59 µM]	1	-3%	i	-2%

# Compound activity from PubChem.

# Not a hit list; any-hit rate near 11%.
